UPR CHOP act: activators of apoptotic CHOP UPR arm, primary screen, cell-based, CHO-CHOP luciferase reporter, luminescence, uHTS; UPR activation; percent of tunicamycin response over DMSO baseline; activation, % at 10 µM; hit rate 0.34% among 330,000;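 active = at 10 µM dose, activation of 40% or more, normalized to positive control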;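 note: 100% = tunicamycin at 10 µg/mL and 0% = DMSO alone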
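System: CHO-CHOP luciferase reporter cell line; amount: 500 cells/well; buffer or medium: F12 medium containing 10% fetal bovine serum; incubation: 6 h compound exposure at 37 °C after overnight seeding; measured by: luciferase luminescence after 10 min with Steady-Glo reagent; evaluation: % reporter activation, DMSO baseline versus tunicamycin full activation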
APJ ag: agonists of human apelin receptor APJ, primary screen, CHO-K1 cells, PathHunter beta-arrestin, luminescence | P35414 | 0% DMSO wells, 100% apelin | activation, % at 20 µM | hit rate 0.11% among 330,000;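 active = activation more than six SD over the plate average, tested at 20 µM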;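 note: 0% = DMSO alone and 100% = apelin-13 at 10 nM; some results filed as inactive read as strong as hits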
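Assay system: engineered CHO-K1 APJ arrestin reporter cells; Amount: 1000 CHO-K1 reporter cells seeded per well; Dosing: one dose, 20 µM compound, 1% DMSO; Times: compound stimulation 90 min at 25 °C, detection 60 min; Measured by: luminescent beta-gal fragment complementation, chemiluminescent substrate; Read-out: APJ–arrestin association signal; Controls: DMSO vs Apelin-13 10 nM.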
UPR XBP1 act: activators of adaptive XBP1 UPR arm, primary screen, cell-based, CHO-XBP1 luciferase reporter, luminescence, uHTS. hit rate 0.33% among 330,000. activation, % at 20 µM. IRE1-XBP1 UPR activation; percent of tunicamycin response, DMSO as zero. AID 463104, 2010;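 active = versus positive control, 20 µM dose yields 30% or more activation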;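 note: 100% = tunicamycin at 10 µg/mL and 0% = DMSO only wells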
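Material: CHO cell line with stable XBP1 luciferase reporter; buffer or medium: F12 medium containing 10% fetal bovine serum; compound: single point, 20 µM final compound, 1% DMSO; incubation: 6 h treatment, 37 °C; measured by: glow luminescence from Steady-Glo reagent; evaluation: activation, % of tunicamycin; control set: tunicamycin high, DMSO low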
EBI2 antag: EBI2 receptor antagonists, beta-arrestin recruitment, primary screen, cell-based, luminescence, 7a,25-OHC stimulation, uHTS; G-protein coupled receptor 183 (Homo sapiens), P32249; 7a,25-OHC stimulated; inhibition, % at 5 µM; hit rate 0.81% among 360,000; AID 651636, 2012; in the data active = inhibition above about 38%;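 note: enzyme fragment complementation signal reports receptor beta-arrestin coupling in cells; 0% = agonist plus DMSO wells and 100% = wells without agonist; some results beyond the cut were filed as inactive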
Target sequence (P32249 whole entry, looked up, the tested form may be a part): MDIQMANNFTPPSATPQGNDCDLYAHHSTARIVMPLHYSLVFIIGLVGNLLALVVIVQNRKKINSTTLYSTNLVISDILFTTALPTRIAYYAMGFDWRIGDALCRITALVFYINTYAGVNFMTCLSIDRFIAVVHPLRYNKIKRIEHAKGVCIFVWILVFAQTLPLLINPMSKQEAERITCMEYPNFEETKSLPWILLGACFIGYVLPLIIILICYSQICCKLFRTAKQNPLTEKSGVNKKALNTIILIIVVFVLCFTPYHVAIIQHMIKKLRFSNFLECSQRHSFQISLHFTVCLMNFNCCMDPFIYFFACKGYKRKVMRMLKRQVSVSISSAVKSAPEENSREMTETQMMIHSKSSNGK
CCR6 antag: CCR6 receptor antagonists, primary screen, cell-based, CHO-K1, luminescence, beta-arrestin, uHTS | CHO-K1 CCR6 PathHunter beta-arrestin, CCL20-stimulated | AID 493098, 2011 | C-C chemokine receptor type 6 (Homo sapiens), P51684 | hit rate 0.49% among 340,000 | inhibition, % at 20 µM;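 active = compounds whose inhibition of the agonist-driven luminescence signal at 20 µM reaches about 50%, limit read from the data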;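 note: cells stimulated with CCL20 at 14 nM final; plate controls were DMSO with CCL20 for no effect and DMSO without agonist for full effect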
Target sequence (P51684 whole entry, looked up): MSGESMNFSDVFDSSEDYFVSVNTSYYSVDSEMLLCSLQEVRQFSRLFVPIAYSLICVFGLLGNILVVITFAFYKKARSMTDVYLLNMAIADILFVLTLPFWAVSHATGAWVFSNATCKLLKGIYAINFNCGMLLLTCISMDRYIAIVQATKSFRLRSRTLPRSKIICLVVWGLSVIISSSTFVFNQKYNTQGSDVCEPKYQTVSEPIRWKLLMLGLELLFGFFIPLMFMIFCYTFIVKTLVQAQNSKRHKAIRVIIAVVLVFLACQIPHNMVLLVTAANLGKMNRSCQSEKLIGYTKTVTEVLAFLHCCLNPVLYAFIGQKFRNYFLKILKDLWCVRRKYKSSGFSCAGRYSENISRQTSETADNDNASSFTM
APJ antag: antagonists of human apelin receptor APJ, primary screen, CHO-K1 cells, beta-arrestin complementation, luminescence; inhibition, % at 20 µM; hit rate 0.32% among 330,000; AID 2521, 2010;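 active = inhibition above about 40% at 20 µM, limit read from the data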;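 note: cells challenged with 10 nM apelin-13 agonist together with compound; plate controls were apelin-13 plus DMSO wells for no effect and DMSO wells lacking apelin-13 for full effect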
Mdm2 MdmX PPI: inhibitors of human Mdm2-MdmX association, primary screen, cell-based, luminescence, split luciferase, SaOS-2, uHTS | Protein Mdm4 (Homo sapiens) + E3 ubiquitin-protein ligase Mdm2 (Homo sapiens), … | SaOS-2 split-luciferase Mdm2/MdmX complementation | inhibition, % at 8 µM | hit rate 3% among 330,000;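 active = inhibition of at least 50% at 8 µM in the primary screen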
tim23-1 inh: growth inhibitors of tim23-1 mutant yeast, primary screen, luminescence, uHTS | inhibition, % at 20 µM | AID 463212, 2010 | hit rate 1.3% among 330,000 | S. cerevisiae tim23-1 growth, BacTiter-Glo luminescence, 24 h;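 active = growth inhibition of the mutant yeast at or above 50%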;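 note: temperature-sensitive mutant grown at 25 °C; plate controls were DMSO-treated mutant yeast for no effect and medium wells lacking yeast for full effect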
CXCR6 block: CXCR6 receptor inhibitors, primary screen, cell-based, beta-arrestin, luminescence, CHO-K1 PathHunter, 1536-well; C-X-C chemokine receptor type 6 (Homo sapiens), O00574; inhibition, % at 20 µM; hit rate 0.36% among 360,000; AID 602244, 2012; in the data active = inhibition above about 34%, passing the limit was not always enough;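 note: antagonist mode with CXCL16 agonist at 10 nM final; 0% = 10 nM CXCL16 with DMSO and 100% = unstimulated wells without agonist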
Target sequence (O00574 whole entry, looked up): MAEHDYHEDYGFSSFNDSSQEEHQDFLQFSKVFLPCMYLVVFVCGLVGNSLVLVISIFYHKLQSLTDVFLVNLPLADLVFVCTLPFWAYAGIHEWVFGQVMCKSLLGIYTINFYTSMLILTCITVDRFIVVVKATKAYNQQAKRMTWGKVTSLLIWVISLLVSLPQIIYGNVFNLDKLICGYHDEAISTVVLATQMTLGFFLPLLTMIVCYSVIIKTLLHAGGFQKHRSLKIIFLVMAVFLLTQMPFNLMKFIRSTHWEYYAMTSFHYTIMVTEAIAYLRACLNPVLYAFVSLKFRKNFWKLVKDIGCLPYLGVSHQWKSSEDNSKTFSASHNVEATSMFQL
Active calls of the source: *; / = not tested or not shown. Only part of the results is shown. The share of hits here may be higher or lower than overall.

SMILES	UPR CHOP act	APJ ag	UPR XBP1 act	EBI2 antag	CCR6 antag	APJ antag	Mdm2 MdmX PPI	tim23-1 inh	CXCR6 block
CC(NC(=O)COc1ccc(Br)cc1)C1CCCO1 (stereo unspecified)	-0.4	3	-3	7	19	1	10	-2	7
CCCCOP(=O)(c1ccc(N(C)C)cc1)C(O)c1cc(OC)c(OC)c(OC)c1 (stereo unspecified)	-1.0	1	-1	-5	-3	11	17	1	4
COc1cccc(-c2ccnc3[nH]n(-c4ccccc4)c(=O)c23)c1	4.7	3	-3	-6	11	-11	-18	5	14
Cc1ccc(-n2c(=O)c3sccc3n(Cc3cc(=O)n4ccccc4n3)c2=O)cc1	4.4	2	-1	-9	0	-6	0	14	2
CCCN(C(=O)c1cn(CC)c2nc(C)ccc2c1=O)c1c(N)n(Cc2ccccc2)c(=O)[nH]c1=O	-0.3	-2	-4	1	1	-1	9	7	-1
Cc1c(NC(=O)C(C)OC(=O)CC2Sc3ccccc3NC2=O)c(=O)n(-c2ccccc2)n1C (stereo unspecified)	1.8	-1	-2	-3	7	-7	13	3	1
O=C(CCCn1c(=O)[nH]c2cc(Cl)ccc2c1=O)NC1CCCCCCC1	-0.2	-4	1	-16	10	8	-28	-2	-31
C#CC[N+]1(CC#Cc2ccccc2)CCOCC1	-0.5	0	-2	-11	9	-4	-7	-1	-3
CC(C)(C)C1CCC(OCC(O)CN2CCCC2)CC1 (stereo unspecified)	-1.5	-5	3	2	4	8	-13	-32	3
CCN(CC)CCN1C(=O)C(=O)/C(=C(/O)c2c(C)[nH]c(C(=O)OC)c2C)C1c1ccc(OC)cc1 (stereo unspecified)	1.6	-1	-1	-7	1	5	0	5	2
COc1ccc(CC(=O)N2CCN=C2SCc2ccc([N+](=O)[O-])cc2)cc1	-1.0	5	-1	14	16	4	-27	1	7
Cc1cnc(C(=O)N2CCCC(N3CCN(c4ccccc4C)CC3)C2)cn1 (stereo unspecified)	0.8	-6	-3	9	-2	-19	13	-2	-3
COc1cc2cc(/C=C/C(=O)c3ccco3)c(Cl)nc2cc1OC	1.0	0	0	0	28	11	34	49	-1
C=CCN1C(=O)C(Cc2ccc(SC(F)F)cc2)SC1=Nc1ccc(C(=O)O)cc1 (stereo unspecified)	-1.7	0	1	-1	25	15	-26	21	5
CCOc1ccccc1N=C1NC(=O)CS1	-0.3	0	3	-10	3	-3	-18	12	2
COc1ccc2c(CC(=O)Nc3ncc(C)s3)coc2c1	-0.1	0	0	13	1	21	66*	-9	3
Cc1ccc(NC(=O)CCN2CCCCC2)cc1	-9.6	-1	-10	0	-10	-17	1	6	2
Cc1ccccc1OCCC(=O)Nc1cccc(S(=O)(=O)Nc2ccccc2Cl)c1	-0.9	-2	-3	1	7	4	22	21	5
Cc1cccc(C(=O)NNC(=O)c2ccc(S(=O)(=O)N3CCOCC3)cc2)c1	2.0	-2	2	3	12	-3	18	-13	0
CC(C(=O)Nc1ccc(F)c(F)c1F)N1CCCCCC1 (stereo unspecified)	-0.2	-4	0	-4	4	4	24	6	-8
O=C(CSc1nnc(CNC(=O)c2cccc(C(F)(F)F)c2)o1)NC1CCCC1	-0.1	11	-5	0	5	-6	-7	-1	-1
CCN(CC(=O)NCc1ccc(F)cc1)C(=O)c1ccc(COc2ccccc2)cc1	4.6	-1	2	7	5	9	-23	32	2
COc1ccccc1CNS(=O)(=O)c1cccc2nsnc12	0.5	-8	-7	2	-8	1	14	14	1
CC(=O)c1c(COC(=O)c2ccc(Cl)cc2)nc2ccccc2[n+]1[O-]	-0.8	-1	-2	-14	1	10	24	1	-14
NC(=O)c1cc(S(=O)(=O)N2CCOCC2)ccc1N1CCCC1	-1.4	-1	0	-19	-4	8	14	-12	3

Another view of 2 compounds above.
SMILES | UPR CHOP act | APJ ag | UPR XBP1 act | EBI2 antag | CCR6 antag | APJ antag | Mdm2 MdmX PPI | tim23-1 inh | CXCR6 block
CCOc1ccccc1N=C1NC(=O)CS1 | -0.3 | 0 | 3 | -10 | 3 | -3 | -18 | 12 | 2
Cc1cccc(C(=O)NNC(=O)c2ccc(S(=O)(=O)N3CCOCC3)cc2)c1 | 2.0 | -2 | 2 | 3 | 12 | -3 | 18 | -13 | 0

7 of these compounds, set out differently:
Below each compound: UPR CHOP act	APJ ag	UPR XBP1 act	EBI2 antag	CCR6 antag	APJ antag	Mdm2 MdmX PPI	tim23-1 inh	CXCR6 block
Cc1cnc(C(=O)N2CCCC(N3CCN(c4ccccc4C)CC3)C2)cn1 (stereo unspecified)
  0.8	-6	-3	9	-2	-19	13	-2	-3
Cc1c(NC(=O)C(C)OC(=O)CC2Sc3ccccc3NC2=O)c(=O)n(-c2ccccc2)n1C (stereo unspecified)
  1.8	-1	-2	-3	7	-7	13	3	1
CC(C(=O)Nc1ccc(F)c(F)c1F)N1CCCCCC1 (stereo unspecified)
  -0.2	-4	0	-4	4	4	24	6	-8
CCN(CC)CCN1C(=O)C(=O)/C(=C(/O)c2c(C)[nH]c(C(=O)OC)c2C)C1c1ccc(OC)cc1 (stereo unspecified)
  1.6	-1	-1	-7	1	5	0	5	2
CCN(CC(=O)NCc1ccc(F)cc1)C(=O)c1ccc(COc2ccccc2)cc1
  4.6	-1	2	7	5	9	-23	32	2
O=C(CCCn1c(=O)[nH]c2cc(Cl)ccc2c1=O)NC1CCCCCCC1
  -0.2	-4	1	-16	10	8	-28	-2	-31
COc1cccc(-c2ccnc3[nH]n(-c4ccccc4)c(=O)c23)c1
  4.7	3	-3	-6	11	-11	-18	5	14

(cont.)
SMILES	UPR CHOP act	APJ ag	UPR XBP1 act	EBI2 antag	CCR6 antag	APJ antag	Mdm2 MdmX PPI	tim23-1 inh	CXCR6 block
O=C(CSc1ncn[nH]1)NNC(=O)c1ccccc1	-0.1	-3	-2	-2	0	17	-4	-14	-4
COCc1nc2ccccc2n1CCc1ccccc1	-0.9	3	-3	-13	9	-13	-14	15	8
O=C(NCCNCCO)C1(C(F)(F)F)C/C(=C\Cc2ccccc2)CCCO1 (stereo unspecified)	2.2	5	2	-11	7	8	6	13	19
CCc1cccc(C)c1NC(=O)CSc1nnc(C)o1	1.6	-2	-2	-8	12	9	-12	3	-2
Cc1ccc(C(=O)N2CCN(C(=O)c3ccccc3)C2c2ccc(N(C)C)cc2)cc1 (stereo unspecified)	-0.6	0	1	-3	11	1	6	12	-6
COc1ccc(S(=O)(=O)N(C)C[C@H]2Oc3ccc(NC(=O)NC4CCCCC4)cc3C(=O)N([C@H](C)CO)C[C@@H]2C)cc1	-2.3	-2	1	-6	-2	7	22	4	-1
CCCCC1(CC)C(=O)NC(=O)NC1=Nc1ccc(OC)cc1 (stereo unspecified)	-1.0	-3	-1	-3	-5	-2	9	3	-3
Cc1[nH]nc2c1C1(CCC(c3ccccc3)CC1)C(C#N)=C(N)O2 (stereo unspecified)	-2.0	6	2	-8	-6	-15	11	17	2
COC(=O)CCCC1=CC2=CC(=O)C(C)(OC(=O)c3cccs3)C(=O)C2=CN1c1ccccc1 (stereo unspecified)	1.8	34	-1	-35	-4	-8	-16	6	-8
CCC(=O)Oc1ccc(-c2nc(-c3cccnc3)no2)cc1	3.1	-1	1	-4	-6	-4	-29	44	-6
COc1ccccc1-c1nnc2n1N=C(c1ccc(OC(F)F)c(OCC3CC3)c1)CS2	3.2	-6	6	27	3	1	23	9	6
O=C(NC1CCCCCC1)C1CCCN(c2ncccn2)C1 (stereo unspecified)	4.7	0	-2	3	5	7	-11	10	2
Nc1ccc(O)c2ccccc12	6.3	11	3	/	/	-34	14	12	/
COc1ccc(OCc2cc(C(=O)N3CCCC(CO)C3)no2)c2ccccc12 (stereo unspecified)	7.5	13	2	-18	-19	-99	-80	16	-3
O=C(O)c1cccc(NC(=S)NC(NC(=O)c2ccccc2[N+](=O)[O-])C(Cl)(Cl)Cl)c1 (stereo unspecified)	-3.2	-3	-3	-1	11	13	8	13	-10
Nn1c(CN2CCCCC2)nc2ccccc2c1=O	-1.2	2	-2	-5	8	-13	-10	-1	-1
CC1(C(=O)O)CC(C)(C(=O)O)CC(C)(C(=O)O)C1 (stereo unspecified)	-0.3	0	3	1	-4	3	-10	4	9
COc1cccc(-c2nn(Cc3ccccc3)cc2CO)c1	3.5	1	-2	6	-5	-1	4	21	-9
O=c1[nH]c2ccc(Br)cc2c(-c2ccccc2)c1CN1CCOCC1	-2.0	5	1	-5	-4	-77	24	35	-2
COc1ccc(Cn2nnnc2C(c2cc3cccc(C)c3[nH]c2=O)N2CCOCC2)cc1 (stereo unspecified)	-1.5	-2	-3	3	-3	1	-23	33	-5
O=S(=O)(NCc1csc(-c2cccnc2)n1)c1cccs1	-1.1	-1	2	-9	16	4	1	-3	-4
CCCn1c(N)c(N(CCOC)C(=O)CSc2ccccc2)c(=O)[nH]c1=O	-1.5	-4	-2	-8	-3	-9	-6	-3	-4
CC(NC(=O)c1ccc(NC(=O)CC2SC(N3CCCC3)=NC2=O)cc1)c1ccccc1 (stereo unspecified)	-2.2	-4	-3	-1	7	-6	19	9	-5
OC(CNCc1ccccc1F)COc1cccc2ccccc12 (stereo unspecified)	-0.9	-1	1	8	4	13	6	-18	11
C=CCN(c1cccc(C(F)(F)F)c1)S(=O)(=O)c1cccc(C(=O)OCC(=O)Nc2ccccc2)c1	0.7	1	-2	0	15	-2	-6	4	2
CCc1cccc(C)c1NC(=O)Nc1c(Br)cnn1C	-2.8	-1	-5	1	-16	-9	-1	18	3
CCN1CCN(CCCOc2ccc(-c3ccccc3)cc2)CC1	5.1	0	5	/	30	14	-26	12	/
Cc1ccc2[nH]c(CN3CCC(CO)(CC4CCCCO4)CC3)c(C)c2c1 (stereo unspecified)	13	-3	0	3	10	0	53*	17	2
COC(=O)c1ccccc1Oc1c(F)c(F)nc(N2CCOCC2)c1F	-0.7	2	-2	-2	2	0	5	24	-16

Source: PubChem (Sanford-Burnham Center for Chemical Genomics)
